Bioassay records: PubChem BioAssay, National Center for Advancing Translational Sciences (NCATS)
HEK293 tox = cytotoxicity counter-screen for GLP-1 receptor inverse agonists | HEK293 cAMP-luciferase reporter cells, luminescence, 24 h | actives 0.13% (n = 410,000) | Potency, µM (series often up to 38.3 µM), inactives show at the highest dose activity change, negative = inhibition, actives largely listed as inhibitors;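 note: loss of luciferase light is scored as toxicity; potency is the fitted concentration of half-maximal effect; % is set by controls: 0 for no effect and ±100 for the full control effect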
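Luminescence readout: signal drop marks cytotoxicity. Plated cells grew 12 h at 37 °C, 5% CO2, received 23 nL compound for 24 h, then got luciferase reagent, read after 12 min at RT.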
KB-V1 cytotox = KB-V1 MDR subline cytotoxicity. actives 3.4% (n = 400,000). KB-V1 MDR cells viability, CellTiter-Glo, 72 h. Potency, µM (top dose mostly 46.1 µM), inactives show top-dose activity change, negative = cytotoxicity, usual class: cytotoxic; note: potency is the fitted concentration of half-maximal effect; % is set by controls: 0 for no effect and ±100 for the full control effect; nearly all actives have a fitted effect of over 60% in size
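Drug-selected KB-V1 cells, grown in DMEM lacking phenol red with 10% FBS, receive compound titrations; after three days at 37 degrees C, surviving cell ATP is quantified by CellTiter-Glo luminescence and responses normalized and curve-fitted.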
aSyn rescue = alpha-synuclein toxicity inhibition in yeast | Yeast expressing alpha-synuclein, growth rescue, BacTiter-Glo, 24 h | Potency, µM (series often up to 46.1 µM), for inactives: at the top dose growth rescue (activation), usual class: activators | actives 0.14% (n = 370,000) | AID 652106; note: potency is the fitted concentration of half-maximal effect; % of control where 0% means no effect; nearly all actives have a fitted effect of over 65% in size
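Screening used galactose-induced yeast with toxic alpha-synuclein levels, exposed to compound for 24 hr at 30 deg C. Cell growth, read with BacTiter-Glo luminescence, gave the measured signal.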
PTHR1 ag = PTHR1 (human) receptor agonism | actives 0.075% (n = 410,000) | HEK293 GP2 PTHR1 cells, GloSensor cAMP luminescence, 1 h | Q03431 | Potency, µM (top dose mostly 115 µM), for inactives: top-dose activation, most hits filed as activators; note: potency is the fitted concentration of half-maximal effect; nearly all actives have a fitted effect of over 55% in size; some results filed as inactive show a strong effect at the top dose; inactives centre near -15; many of its hits are not listed in these tables
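HEK-293-derived GP2 cells expressing PTHR1 and a GloSensor cAMP reporter, 3,000/well, plated overnight, given luciferin plus IBMX (each 0.5 mM as added) for 1 h at 37 °C, then compound for 1 h at 37 °C. Luminescence was read after 15 min at room temperature.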
GLP1R ag = GLP-1 receptor (human) agonism | P43220 | HEK293 GLP-1R CRE-luciferase, luminescence, 4-6 h; cells express a hypersensitive GLP-1R form | Potency, µM (top dose mostly 45.6 µM), without a hit: at the top dose activation, hits mostly activators | actives 0.007% (n = 380,000) | AID 624172; note: potency is the fitted concentration of half-maximal effect; % of control where 0% means no effect
Target sequence (P43220 whole entry, looked up): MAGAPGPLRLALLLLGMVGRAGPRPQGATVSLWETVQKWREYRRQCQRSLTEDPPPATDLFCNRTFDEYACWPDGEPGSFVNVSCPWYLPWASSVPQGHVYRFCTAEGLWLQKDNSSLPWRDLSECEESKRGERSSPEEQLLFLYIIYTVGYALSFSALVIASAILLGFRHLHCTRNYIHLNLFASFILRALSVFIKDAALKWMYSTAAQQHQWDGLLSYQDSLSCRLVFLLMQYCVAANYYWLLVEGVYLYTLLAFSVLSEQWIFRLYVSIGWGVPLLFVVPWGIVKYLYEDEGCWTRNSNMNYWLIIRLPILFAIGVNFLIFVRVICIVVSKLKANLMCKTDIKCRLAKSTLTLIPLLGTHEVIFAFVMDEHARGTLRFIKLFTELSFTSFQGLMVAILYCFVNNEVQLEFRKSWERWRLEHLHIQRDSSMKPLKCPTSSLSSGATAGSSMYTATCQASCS
DRD3 agonist = agonists of human D3 dopamine receptor; actives 0.58% (n = 410,000); max activation, %; AID 652048; P35462; D3R DiscoveRx beta-arrestin cells, luminescence, 90 min; in the data active = max activation above about 30%; note: 0% is about no effect; mostly tested at two doses, the higher about 12 µM
Target sequence (P35462 whole entry, looked up): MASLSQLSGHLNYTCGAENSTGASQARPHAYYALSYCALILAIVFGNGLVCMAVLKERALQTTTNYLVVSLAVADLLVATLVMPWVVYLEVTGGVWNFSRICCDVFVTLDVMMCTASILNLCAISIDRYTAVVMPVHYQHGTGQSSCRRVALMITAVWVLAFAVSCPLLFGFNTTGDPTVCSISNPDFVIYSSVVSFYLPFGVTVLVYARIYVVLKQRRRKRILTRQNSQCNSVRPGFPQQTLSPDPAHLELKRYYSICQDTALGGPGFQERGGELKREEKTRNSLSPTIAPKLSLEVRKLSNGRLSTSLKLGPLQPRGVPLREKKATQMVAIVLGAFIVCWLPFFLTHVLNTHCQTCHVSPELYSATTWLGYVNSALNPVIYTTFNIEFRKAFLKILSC
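Cells at 1500/well, incubated overnight, then treated with pinned compounds (dopamine as control) for 90 min at 37 degrees C. DiscoveRx reagent added for 30 - 60 minutes at room temperature; luminescence read.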
D3 antag = blocks the human D3 dopamine receptor; P35462; D3R cells, DiscoveRx beta-arrestin luminescence, antagonist mode; active compounds read low; AID 652054; actives 2.5% (n = 360,000); max response, negative = inhibition, %; in the data active = max response below about -50%; inconclusive = no clear call, values can overlap the other calls; note: % is set by controls: 0 for no effect and ±100 for the full control effect; mostly tested at two doses, the higher about 12 µM
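Cells expressing the human receptor were seeded at 1500 cells/well, incubated overnight at 37 degrees C in 5% CO2, then exposed to library compounds with dopamine controls for 90 minutes at 37 degrees C before luminescent detection.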
GLP1R inv ag = inverse agonists of human GLP-1 receptor | Potency, µM (highest dose often 38.3 µM), inactives show at the top dose activity change, negative = inhibition, most hits filed as inhibitors | actives 1.6% (n = 410,000) | HEK293 GLP-1R CRE-luciferase, luminescence, 24 h; GLP-1R form is constitutively active | AID 624417; note: potency is the fitted concentration of half-maximal effect; % is set by controls: 0 for no effect and ±100 for the full control effect; nearly all actives have a fitted effect of over 55% in size
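Readout was luciferase luminescence, measured 12 min after detection reagent at room temperature. Beforehand, GLP-1R reporter HEK293 cells had sat 12 h, then received compounds for 24 hr at 37 deg C.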
TDP43 rescue = inhibitors of TDP-43 toxicity in yeast; TDP-43 expressing yeast growth rescue, BacTiter-Glo, 24 h; Potency, µM (top dose mostly 46.1 µM), inactives show at the highest dose growth rescue (activation), hits mostly activators; actives 1.8% (n = 410,000); note: potency is the fitted concentration of half-maximal effect; % of control where 0% means no effect; nearly all actives have a fitted effect of over 50% in size
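Luminescence from BacTiter-Glo reports growth of TDP-43-expressing yeast after 24 hr at 30 deg C with compound. Cells were raffinose-pregrown to mid-log, then seeded in galactose medium at OD600=0.02.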
Numbers without * were called inactive; i = inactive; u = inconclusive; x = no result given; & = joins results of further samples; ! = a repeat was not active; [ ] = dose if it differs, or a comment. Unless noted, calls come from the whole dose curve; as a rule, active = well fitted curve in the direction sought with a large enough effect; inconclusive = small, poorly fitted or top-dose-only effect, or another doubt; inactive = no such curve, though single readings can be large; an effect the other way counts as inactive or inconclusive. An excerpt (hit frequency here may not be typical).

The line under a structure holds: GLP1R inv ag | GLP1R ag | PTHR1 ag | aSyn rescue | D3 antag | TDP43 rescue | DRD3 agonist | KB-V1 cytotox | HEK293 tox
- O=C1NC(=S)NC(=O)C1=Cc1cccc2cc3ccccc3cc12
→ u | -2% | -29% | 17% | -19 | -34%[inhibitor] | -5 | -1% | u
- Nc1nc2ncccn2c1-c1ccc(C(F)(F)F)cc1
→ 11% | x | -7% | 5% | 8 | 17% | 3 | -1% | 214%[activator]
- CCOP(=O)(OCC)C(NS(=O)(=O)c1ccccc1)C(Cl)(Cl)Cl (configuration not stated)
→ -15% | 3% | 12% | 0% | -1 | -12% | -3 | 6% | 17%
- Cc1ccc(-c2nc3ccccc3c(=O)n2-c2nccs2)cc1
→ -5% | -2% | i | 4% | 10 | -1% | -1 | -22% | -12%
- CCCNS(=O)(=O)c1ccc(OCC(=O)N2CCN(Cc3ccccc3)CC2)cc1
→ 0% | 1% | -18%[57.5 µM] | -11% | -3 | -13% | 6 | 8.2µM* | 0%
- O=C(NC(c1ccc(-c2ccccc2)cc1)c1cnccn1)C1CCN(Cc2ccc3c(c2)OCO3)CC1 (configuration not stated)
→ u | -12% | i | 3% | -66* | 0% | -9 | u | u
- COc1cccc(N2C(=O)NC(=O)C3(Cc4cc(C)ccc4N(C)C3)C2=O)c1 (configuration not stated)
→ 7% | -2% | u | -2% | 0 | u | -16 | 1% | 4%
- COC(=O)C1=C(c2ccc(F)cc2OCc2ccccc2)C[C@@H]2CC[C@H]1N2C(=O)N1CCC(O)(c2ccc(Cl)cc2)CC1
→ u | 6% | i | 23% | 20 | 10% | 25 | u | -10%
- O=C1NCN(c2ccccc2)C12CCN(C(c1ccccc1OC(F)(F)F)c1nnnn1C1CCCC1)CC2 (configuration not stated)
→ 12% | 11% | -12% | -2% | 0 | 3% | -10 | u | -13%
- Cc1ccccc1-c1nc(CS(=O)CC(=O)N2CCN(c3cc(Cl)ccc3C)CC2)c(C)o1 (configuration not stated)
→ -24% | x | -39%[inhibitor] | x | x | 21% | 10 | -30% | 1%
- O=C1CC(c2ccccc2Br)c2c(c3ccccc3oc2=O)O1 (configuration not stated)
→ -2% | x | -8% | x | x | 24% | 1 | -9% | 6%
- COc1ccc(CN2CCN(C(=O)COc3ccccc3)CC2)c(OC)c1
→ u | 4% | -13% | -4% | x | -36% | -17 | u | -2%
- C=CCn1c(O)c(C(CC)=Nc2cccc(C(=O)O)c2)c(=O)[nH]c1=O
→ 18% | 0% | i | -3% | 34 | -25% | -5 | -5% | 1%
- Cn1nccc1C(=O)N1CCC2(CC1)OCCO2
→ 11% | -2% | i | 2% | 11 | 2% | -4 | 0% | -15%
- CCCCCCn1c(N)c(C(=O)NCCN2CCOCC2)c2nc3ccccc3nc21
→ u | -50%[inhibitor] | i | -10% | -9 | -19% | 8 | u | 380%[activator]
- N#Cc1ccc(Cn2cc(C(=O)c3ccco3)c3ccccc32)cc1
→ u | 2% | -21% | 14% | -24 | 18µM* | 4 | 18µM* | -24%
- CCCN(CCC)C(=O)Cc1c(-c2ccc(Cl)cc2)nc2c(Cl)cc(Cl)cn12
→ 14% | -5% | -31% | -3% | 1 | 9% | 0 | -25% | -2%
- O=C(CCC(=O)N1C[C@H]2C[C@@H](C1)c1cccc(=O)n1C2)NCc1ccccc1C(F)(F)F
→ 8% | 0% | -16% | 1% | 0 | 17% | 0 | 0% | -9%
- CC12CN3CC(C)(CN(C1)C3c1cccs1)C2O (configuration not stated)
→ 9% | -2% | i | -9% | -1 | 22% | 4 | 5% | -14%
- CCn1c(O)c(N=Nc2cccc(S(=O)(=O)N3CCOCC3)c2)c(=O)n(CC)c1=S
→ 12% | 0% | -8% | -10% | -7 | 0% | 4 | -3% | 1%
- CS(=O)(=O)NNP(=O)(NNS(C)(=O)=O)NC(=O)c1ccccc1
→ 3% | 0% | i | -1% | 27 | 13% | 8 | 0% | -19%
- O=c1[nH]c(=O)n(CCc2ccc(F)cc2)c(O)c1/C=N/N1CCCCC1
→ -11% | 12% | -16% | -4% | -3 | 9% | -3 | u | 0%
- COc1ccc(-c2sc3cc(OC)c(OC)cc3c2-c2ccc(O)cc2)cc1
→ u | 0% | -34%[inhibitor] | -20% | 19 | -15% | 2 | 0% | u
- O=C1NCN(c2ccccc2)C12CCN(C(c1cc3ccccc3o1)c1nnnn1-c1ccc3c(c1)OCCO3)CC2 (configuration not stated)
→ -7% | 3% | -16% | 4% | 11 | 12% | 8 | 10% | -2%
- CCOc1cc(CNCCO)cc(Br)c1OCc1ccc(Cl)cc1Cl
→ u | -44%[inhibitor] | i | -23% | -5 | -13% | 6 | u | u
- O=C1NC(=O)N(c2ccc3c(c2)OCO3)C(=O)/C1=C\c1ccc(-c2ccccc2C(=O)O)o1
→ -12% | -1% | i | -2% | -23 | -22% | 0 | 19% | -2%
- CCCCn1c(O)c(C(CC)=NCc2ccc3c(c2)OCO3)c(=O)[nH]c1=O
→ u | 5% | -12% | 1% | 11 | u | 3 | u | -8%
- C[C@@H]([C@@H](O)c1ccccc1)N(C)C(=O)Cc1ccccc1
→ -9% | 10% | i | 0% | 6 | 0% | -3 | 20% | 5%
- CC(=O)Nc1ccccc1C(=O)OCC(=O)c1ccc2ccccc2c1
→ 5% | 25% | 15%[57.5 µM] | 1% | 48 | 4% | 25 | 15µM* | 3%
- COc1ccc2c(c1)CC1(CN2C)C(=O)NC(=O)N(c2ccc(F)cc2)C1=O (configuration not stated)
→ 0% | 17% | -1%[57.5 µM] | -1% | 3 | 1% | 5 | 0% | 24%
- COC(=O)CCCCC1SCC(NC(=O)c2ccccc2)C1Cl (configuration not stated)
→ 5% | 7% | -30%[inhibitor] | 4% | 23 | u | 3 | -10% | -2%
- Cc1cc(OC(=O)c2cccs2)c2c3c(c(=O)oc2c1)CCCC3
→ 15% | 8% | -15% | -11% | -7 | u | -9 | -4% | 4%
- CNCCc1c[nH]c2ccc(O)cc12
→ 1% | 9% | -7% | 4%&-5% | -13 | 17% | 0 | 6% | 1%
- CC(C)Cn1c(N)c(C(=O)NCCN2CCOCC2)c2nc3ccccc3nc21
→ -10% | 3% | i | 4% | 10 | -9% | 4 | 23µM* | 198%[activator]
- CCOC(=O)c1c(NS(=O)(=O)c2ccccc2)n(CCCOC)c2nc3ccccc3nc12
→ 1% | -4% | -48% | 8% | -13 | 9% | -1 | 23% | 471%[activator]
- C=CCn1c(O)c(C(C)=Nc2cc(OC)ccc2OC)c(=O)[nH]c1=O
→ 10% | 8% | -52%[inhibitor][57.5 µM] | -4% | 0 | -24% | 8 | 0% | -8%
- CCN(CCCl)Cc1ccccc1Br
→ -6% | 11% | -9% | -2%&-8% | 18 | 18% | -18 | 5% | -1%
- COc1ccc2cc1Oc1ccc(cc1)C[C@H]1c3cc(c(OC)cc3CCN1C)Oc1c(OC)c(OC)cc3c1[C@H](C2)N(C)CC3
→ u | 19% | i | 5%&1% | 1 | 17% | -34 | 16µM*! | u
- COc1cccc2c1C(=O)c1c(O)c3c(c(O)c1C2=O)CC(O)(C(C)=NO)CC3OC1CC(N)C(O)C(C)O1 (configuration not stated)
→ 10µM* | -5% | -17% | 7% | 16 | 2% | -16 | 6% | 11µM*
- C[C@H]1CN([C@@H](C)CO)C(=O)CCCn2nncc2CO[C@@H]1CN(C)C(=O)Oc1ccccc1
→ 16% | -6% | -14% | u | 11 | 28% | 1 | 4% | -1%
- CCC(=NCc1ccc(F)cc1)c1c(O)n(C)c(=O)n(C)c1=O
→ 19% | 12% | -12%[57.5 µM] | -2% | 39 | u | 1 | 15µM* | -4%
- C[C@H]1CN([C@@H](C)CO)C(=O)CCCn2nncc2CO[C@@H]1CN(C)C(=O)Nc1ccc(N2CCCCC2)cc1
→ 6% | 0% | -23% | -2% | 11 | 14% | 0 | 11% | 0%
- CC(C)(C)n1nnnc1C(CCc1ccccc1)N1CCC2(CC1)C(=O)NCN2c1ccccc1 (configuration not stated)
→ u | -6% | -14% | 5% | -68* | 10% | -15 | u | -18%
- Cc1c(N=Nc2c(O)n(Cc3ccccc3)c(=O)[nH]c2=O)c(=O)n(-c2ccccc2)n1C
→ -9% | 6% | -3% | -10% | 0 | -9% | -35 | 3.7µM* | 2%
- CCOP(=O)(OCC)C(NC(=O)c1ccccc1Cl)=C(Cl)Cl
→ -27% | -2% | -8% | 0% | 5 | -2% | 1 | 5% | -17%
- O=C(c1cc(C(=O)NCc2ccccc2)c(=O)n(Cc2ccccc2)c1)c1cc(Cl)ccc1O
→ u | -7% | -15% | 7% | -8 | 12% | -1 | 18µM* | 19%
- CCCOC(=O)c1ccc(-[n+]2c(-c3ccccc3)cc(-c3ccccc3)cc2-c2ccccc2)cc1
→ u | 10% | -92%[inhibitor] | -1% | 81 | -10% | 16 | 18% | u
- CCC(=Nc1ccc2c(c1)CCC2)c1c(O)n(-c2ccc(OC)cc2)c(=O)[nH]c1=O
→ -34% | -1% | -67% | -9% | 17 | -12% | -9 | -9% | 2%
- CN(C)C(=O)Oc1ccc(-c2nnco2)cc1
→ 12% | 7% | -27% | -4% | 5 | -3% | -1 | -23% | 5%
- NNCc1cccc(O)c1
→ -3% | 10% | -24% | 0% | 0 | 0% | -15 | 28% | 5%
- O=C1NC(=O)C(=Cc2ccc(SC3CCCCC3)o2)C(=O)N1
→ u | -7% | i | 0% | 14 | u | 10 | -1% | u

Entries of single compounds, quoted from the list. Values in the order: GLP1R inv ag, GLP1R ag, PTHR1 ag, aSyn rescue, D3 antag, TDP43 rescue, DRD3 agonist, KB-V1 cytotox, HEK293 tox
`C=CCn1c(O)c(C(CC)=Nc2cccc(C(=O)O)c2)c(=O)[nH]c1=O` in the list: 18%, 0%, i, -3%, 34, -25%, -5, -5%, 1%
`C[C@@H]([C@@H](O)c1ccccc1)N(C)C(=O)Cc1ccccc1` in the list: -9%, 10%, i, 0%, 6, 0%, -3, 20%, 5%
